# Source: PubChem
# 697 NFkB inh: lowers PMA/ionomycin-induced NF-kB signal in 697 B cells; AID 435022; inhibition, % at 4 µM; 697 B-cell NF-kB luciferase reporter, 16 h; 330,000 tested, 0.33% active; in the data active = inhibition above about 35%
# HKDC1 inh: inhibitors of human hexokinase HKDC1. recombinant HKDC1, G6PDH/diaphorase resazurin coupled fluorescence. 340,000 tested, 0.16% active. inhibition, % at 20 µM. Q2TB90;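 active = inhibition above about 35% when tested at 20 µM, limit read from the data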;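 also: plate controls were DMSO wells with enzyme for no effect and DMSO wells lacking enzyme for full effect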
# Target sequence (Q2TB90 whole entry, looked up): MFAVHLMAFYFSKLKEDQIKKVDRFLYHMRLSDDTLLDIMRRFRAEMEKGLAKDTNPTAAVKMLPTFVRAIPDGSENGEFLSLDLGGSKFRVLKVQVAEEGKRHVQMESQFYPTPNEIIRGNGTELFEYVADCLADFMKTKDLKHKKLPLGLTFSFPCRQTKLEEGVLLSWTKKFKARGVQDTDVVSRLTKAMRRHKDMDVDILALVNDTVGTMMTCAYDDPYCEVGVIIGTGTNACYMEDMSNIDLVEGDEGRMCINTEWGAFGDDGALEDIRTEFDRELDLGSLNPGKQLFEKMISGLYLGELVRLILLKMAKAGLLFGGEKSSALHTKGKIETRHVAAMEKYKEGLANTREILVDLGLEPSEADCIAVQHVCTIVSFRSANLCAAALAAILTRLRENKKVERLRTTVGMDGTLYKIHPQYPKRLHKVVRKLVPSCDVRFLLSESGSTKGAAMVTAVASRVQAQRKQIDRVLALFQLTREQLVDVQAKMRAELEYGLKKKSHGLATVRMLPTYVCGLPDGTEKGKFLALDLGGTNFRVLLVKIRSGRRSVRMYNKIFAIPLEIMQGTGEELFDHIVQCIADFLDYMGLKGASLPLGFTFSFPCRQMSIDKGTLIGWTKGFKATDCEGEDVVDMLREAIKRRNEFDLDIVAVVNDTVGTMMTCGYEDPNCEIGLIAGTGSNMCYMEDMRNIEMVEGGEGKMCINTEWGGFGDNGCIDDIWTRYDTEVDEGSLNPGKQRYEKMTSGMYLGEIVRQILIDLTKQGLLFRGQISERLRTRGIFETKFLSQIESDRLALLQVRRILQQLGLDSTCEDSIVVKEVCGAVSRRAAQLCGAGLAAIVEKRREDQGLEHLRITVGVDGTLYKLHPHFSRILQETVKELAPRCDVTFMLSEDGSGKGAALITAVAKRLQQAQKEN
#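 Assay system – recombinant HKDC1 (HK5) hexokinase enzyme, produced in-house · Input – HKDC1 at 5 µg/mL · Reagent – glucose plus 1 mM ATP as hexokinase substrates · Timing – 90 min reaction incubation at room temperature, dark · Measured by – G6PDH/diaphorase-coupled fluorescence, 1 mM NADP, 100 µM resazurin, 525/613 nm · Benchmarks – DMSO-enzyme wells negative, buffer-substituted wells positive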
# Apaf1 inhib: blocks human Apaf-1 apoptosome activity | O14727 | AID 489030 | 330,000 tested, 0.71% active | reconstituted apoptosome caspase-3 activity, DEVD-Rh110 fluorescence | inhibition, % at 20 µM; active = inhibition of at least 40% at 20 µM;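 also: plate controls were DMSO wells for no effect and DEVD-CHO caspase inhibitor wells for full effect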
#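 Assay system: Apoptosome proteins | Medium: pH 7.5 Hepes buffer with CHAPS, BSA, DTT | Also added: Cytochrome c and DEVD-Rh110 substrate | Times: 30 min plus 50 min, RT | Detection: Rhodamine 110 fluorescence at Ex 480/Em 540 nm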
# SENP8 block: inhibitors of human SENP8 protease; purified SENP8, Z-RLRGG-aminoluciferin cleavage, luminescence; inhibition, % at 10 µM; 330,000 tested, 1.2% active; AID 2540
# Target sequence (Q96LD8 whole entry, looked up): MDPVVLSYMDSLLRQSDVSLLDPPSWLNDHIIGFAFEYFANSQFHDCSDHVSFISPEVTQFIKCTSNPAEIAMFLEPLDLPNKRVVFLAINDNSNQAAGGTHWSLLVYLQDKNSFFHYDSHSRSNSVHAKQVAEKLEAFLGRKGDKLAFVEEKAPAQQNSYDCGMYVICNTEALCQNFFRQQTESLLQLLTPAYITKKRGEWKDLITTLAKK
# Jurkat NFkB inh: lowers PMA/ionomycin-induced NF-kB signal in Jurkat cells. inhibition, % at 4 µM. AID 435003. PMA/ionomycin-induced NF-kB luciferase reporter, luminescence. 330,000 tested, 0.53% active
# Gli-Sufu antag: Gli-Sufu pathway antagonism; AID 588413; 340,000 tested, 0.74% active; inhibition, % at 5 µM; Sufu-KO-LIGHT fibroblasts, Gli luciferase reporter luminescence;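 active = inhibition above about 55%, limit read from the data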;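 also: 0% = DMSO-treated cells and 100% = wells with medium but no cells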
# UBC13 inh: inhibitors of human UBC13 polyubiquitin chain formation. P61088. TR-FRET. inhibition, % at 20 µM. 330,000 tested, 0.47% active. AID 485273; in the data active = inhibition above about 45%, passing the limit was not always enough
# SENP7 inh: inhibitors of human SENP7 protease | Q9BQF6 | inhibition, % at 5 µM | AID 434973 | recombinant SENP7, Z-RLRGG-aminoluciferin luminescence, 40 min | 330,000 tested, 1.5% active;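 active = inhibition above about 50% at the single test dose, limit read from the data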;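 also: plate controls were DMSO with enzyme for no effect and no enzyme buffer wells for full effect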
# The depositor's hits bear a star; x = no result given. Rule as the data show it, unless noted: active = inhibition above about 50%; inactive = the rest.
# Results follow in this order: 697 NFkB inh | HKDC1 inh | Apaf1 inhib | SENP8 block | Jurkat NFkB inh | Gli-Sufu antag | UBC13 inh | SENP7 inh
- Cc1nc2ncnn2c(C)c1CCC(=O)NC(C)c1ccc2c(c1)OCCO2 (centres undefined)
→ -6 | -4 | 2 | -5 | -3 | 0 | 6 | 7
- CC(C)C1CCC(C(=O)N[C@H](Cc2ccccc2)C(=O)O)CC1 (some centres undefined)
→ 2 | x | 4 | 1 | 6 | x | -10 | 12
- CCOC(=O)n1c(=O)n(Cc2cccc(C)c2)c2ccccc21
→ -9 | -7 | 15 | -3 | 8 | -12 | 8 | -4
- CC(C)c1ccc(NC2CCCN(C(=O)c3ccnn3C)C2)cc1 (centres undefined)
→ -21 | -1 | 7 | -1 | -11 | 2 | -5 | -2
- Cc1c(C(=O)Nc2ccc(Cl)cc2)c2ccccn2c1CCc1ccncc1
→ -42 | 13 | 11 | -8 | -32 | -16 | 12 | -5
- CC(C)C(NS(=O)(=O)c1cccs1)C(=O)NCc1ccccc1Cl (centres undefined)
→ 9 | 2 | 0 | 3 | 1 | -4 | 2 | 5
- CN(Cc1ccon1)Cc1cn(C)nc1-c1ccc(Oc2ccccc2)cc1
→ -4 | -3 | -16 | 5 | 0 | 7 | 2 | 9
- CSc1nnc(C2CCCN2)n1C (centres undefined)
→ 17 | -3 | 1 | -4 | 11 | -18 | 6 | 5
- COc1ccc(-c2nnc(SCC(=O)Nc3cc(F)ccc3C)o2)cc1
→ 8 | -5 | 2 | -5 | -42 | -7 | 47* | 0
- CC(=O)Nc1ccc(CN2CCN(CCc3ccccc3)C(CCO)C2)cc1 (centres undefined)
→ -2 | -2 | -1 | 0 | 11 | 21 | 13 | -2
- Cc1ccc(-c2cc(C(=O)N/N=C/c3ccoc3)c3ccccc3n2)cc1
→ -5 | -27 | 33 | 4 | -8 | -4 | -13 | -8
- Cn1c(=O)n(C)c2cc(S(=O)(=O)Nc3ccccc3C(=O)O)ccc21
→ -5 | -4 | 4 | -3 | -16 | 13 | -2 | 6
- Cc1cccc2c1NC(C)CC2C (centres undefined)
→ -69 | -2 | 7 | 9 | -13 | 0 | -4 | -1
- Cc1ccc(N2CCN(C3=NC(=O)C(Cc4ccccc4)S3)CC2)cc1 (centres undefined)
→ 2 | -10 | 4 | 5 | 9 | 6 | 1 | 7
- CCOC(=O)Cn1c(=O)n(Cc2ccco2)c(=O)c2ccc(C(=O)NC3CCCC3)cc21
→ 31 | -3 | 0 | 5 | -6 | 0 | -3 | -6
- CCN(CC)CCC(=O)c1ccc(F)cc1
→ 5 | -2 | -7 | -1 | 2 | -4 | -4 | -12
- CC(C)C[C@@H](CN(C)N=O)N(C[C@H](Cc1ccccc1)N(CCc1ccccc1)N=O)N=O
→ 11 | -3 | 20 | -15 | 23 | 18 | 5 | 10
- CNC(=O)CC(C(=O)O)c1ccc(OC(C)C)cc1 (centres undefined)
→ 9 | -4 | -7 | 1 | 9 | 15 | 2 | -6
- C1=C(c2ccccc2)CCN(c2ncnc3nc[nH]c23)C1
→ -16 | -9 | 6 | 18 | 9 | 2 | 8 | 7
- CC(=O)Nc1ccc2nc(NC(=O)CN3CCOCC3)sc2c1
→ -14 | 0 | 21 | 0 | -19 | -30 | -4 | -3

# Compound profiles (already shown). Order of screens: 697 NFkB inh	HKDC1 inh	Apaf1 inhib	SENP8 block	Jurkat NFkB inh	Gli-Sufu antag	UBC13 inh	SENP7 inh
# Cc1ccc(-c2cc(C(=O)N/N=C/c3ccoc3)c3ccccc3n2)cc1 is listed with -5	-27	33	4	-8	-4	-13	-8
# CNC(=O)CC(C(=O)O)c1ccc(OC(C)C)cc1 (centres undefined) is listed with 9	-4	-7	1	9	15	2	-6
# CN(Cc1ccon1)Cc1cn(C)nc1-c1ccc(Oc2ccccc2)cc1 is listed with -4	-3	-16	5	0	7	2	9
# CC(=O)Nc1ccc2nc(NC(=O)CN3CCOCC3)sc2c1 is listed with -14	0	21	0	-19	-30	-4	-3
# Cc1ccc(N2CCN(C3=NC(=O)C(Cc4ccccc4)S3)CC2)cc1 (centres undefined) is listed with 2	-10	4	5	9	6	1	7

# Later entries
# Results follow in this order: 697 NFkB inh | HKDC1 inh | Apaf1 inhib | SENP8 block | Jurkat NFkB inh | Gli-Sufu antag | UBC13 inh | SENP7 inh
- CC(C)Cn1c(N)c(C(=O)COC(=O)C2CCCN2C(=O)c2cccs2)c(=O)n(C)c1=O (centres undefined)
→ -4 | -5 | 1 | 5 | 1 | 14 | 8 | 5
- Cc1c(C)c(C)c(S(=O)(=O)NCCC(=O)N2CCN(Cc3ccc(C#N)cc3)CC2)c(C)c1C
→ 4 | -2 | 12 | -7 | 14 | 3 | 6 | -9
- O=C(CNC(=O)c1cccs1)N/N=C/c1ccccc1[N+](=O)[O-]
→ -32 | 1 | -8 | 3 | -26 | -8 | 3 | 5
- CCc1ccccc1N1CC(C(=O)Nc2cc(S(=O)(=O)N3CCCC3)ccc2Cl)CC1=O (centres undefined)
→ -30 | -5 | 4 | 12 | -17 | 14 | -20 | -5
- CN1C(=O)Cc2cc(S(=O)(=O)Nc3ccc(N4CCOCC4)cc3)ccc21
→ 6 | 2 | 0 | 1 | -19 | 16 | -1 | 4
- O=C(Nc1cccc(NC(=O)c2ccc(Cl)cc2Cl)c1)c1cccnc1
→ -3 | -4 | 3 | -1 | -2 | -1 | 5 | -4
- Cc1cc(NS(=O)(=O)c2ccc(NC(=S)Nc3ccc(Cl)cc3C)cc2)no1
→ 5 | 3 | -5 | 0 | 6 | 2 | 9 | 5
- COc1ccc(Cl)cc1NC(=O)NCCN1CCCCC1
→ -51 | -1 | 0 | 4 | -5 | 16 | -15 | -2
- CCOC(=O)CNC(=O)C1(c2ccccc2)CCCC1
→ 0 | -4 | -1 | -10 | 7 | 3 | -4 | -10
- O=C(COC(=O)c1cccs1)NCc1cccs1
→ -1 | -6 | 1 | -1 | -3 | -2 | 5 | 4
- O=C(CN1C(=O)C2C3C=CC(C3)C2C1=O)NC1CCCc2ccccc21 (centres undefined)
→ 16 | 1 | 4 | -1 | -2 | 6 | -2 | 16
- C=C(C)COc1ccc(-c2[nH]ncc2-c2ccc(Br)cc2)c(O)c1
→ -22 | -6 | 13 | 5 | 59* | -4 | 14 | 5
- O=C(N=Nc1c(O)[nH]c2ccc(F)cc12)c1ccc(NS(=O)(=O)c2cccs2)cc1
→ -4 | 15 | -19 | -6 | -1 | 1 | -50 | 0
- CCN(CC)CCNC(=O)c1cc(S(=O)(=O)N2CCc3ccccc32)cn1C
→ 0 | -1 | 8 | -8 | -10 | 10 | 5 | -9
- CCOC(=O)C1=C(CN2CCC(C)CC2)NC(=O)NC1c1ccc(Cl)cc1 (centres undefined)
→ -6 | -3 | 14 | -13 | -3 | 5 | 4 | 3
- CCOC(=O)c1cnc2c(-c3ccc(Cl)cc3)c(C)nn2c1N
→ -6 | -9 | -2 | -8 | -12 | 2 | 10 | 3
- CCN(CC(=O)Nc1ccc2c(c1)OCCO2)C(=O)c1cc(=O)[nH]c2ccccc12
→ -2 | -4 | 8 | -4 | -2 | -3 | -7 | 1
- Cc1ccc(NC(=S)N2CCN(S(=O)(=O)c3c(F)cccc3F)CC2)cc1C
→ -5 | -3 | 15 | -10 | 7 | 5 | -14 | -5
- CSc1ccccc1NC(=O)c1cccs1
→ 17 | -4 | 0 | 2 | -3 | -7 | 4 | 8
- CSc1ncccc1C(=O)NCCc1ccc(S(N)(=O)=O)cc1
→ 19 | -5 | -1 | 8 | 13 | -15 | -2 | -1
- O=C(NCCN1CCNC1=O)C1CCC(=O)N(Cc2cccc(C(F)(F)F)c2)C1 (centres undefined)
→ -2 | -5 | 10 | -5 | -7 | -22 | -6 | -9
- FC(F)(F)Oc1ccc(NC(=S)NCCCN2CCOCC2)cc1
→ 8 | -14 | -8 | 7 | 6 | 3 | 1 | 1
- COc1cccc(CN(C)CC(=O)Nc2cccc(C(F)(F)F)c2)c1OC
→ -9 | 2 | 7 | -2 | 5 | 7 | 5 | 18
- CC(=O)C(c1ccccc1)C(c1ccccc1)C(C)[N+](=O)[O-] (centres undefined)
→ 11 | -5 | 8 | -3 | -4 | -3 | 0 | 6
- Cc1ccc2c(CN3CCN(S(=O)(=O)c4ccccc4C(F)(F)F)CC3)cc(=O)oc2c1
→ 15 | 2 | 0 | 2 | 4 | -2 | 0 | -3
- CCn1nc(C)cc1C(=O)OCC(=O)c1ccc(Cl)cc1
→ 19 | -2 | 13 | -6 | 8 | -16 | 5 | 9
- COC(=O)CC1C(=O)NCCN1C(=S)NC(=O)CCc1ccccc1 (centres undefined)
→ 14 | -1 | -15 | 2 | -2 | -24 | 14 | -2
- CCOC(=O)Nc1ccc2c(CN3C(=O)NC(CC)(CC)C3=O)cc(=O)oc2c1
→ 10 | 0 | -10 | 2 | -16 | 3 | 5 | 5
- CC1(C)CN=c2s/c(=C\c3ccc(Cl)cc3)c(=O)n2C1
→ -62 | 14 | 3 | -9 | -57 | 2 | 9 | 3
- O=C(Cn1nnc(-c2ccc(Cl)cc2)n1)N1CCN(C(=O)c2ccco2)CC1
→ 5 | -2 | -8 | 7 | 1 | -1 | 13 | -4
- O=C(CSc1ncnc2c1oc1ccccc12)Nc1ccc2c(c1)OCCO2
→ 4 | -3 | 1 | 5 | -4 | 4 | 0 | 3
- CCn1c2ccc(C)cc2c2nnc(NN)nc21
→ 13 | -4 | -7 | 0 | 0 | 3 | -10 | 8
- COC(=O)c1c(-c2ccsc2)sc2ccc(-c3cc(OC)c(OC)c(OC)c3)cc12
→ 1 | 4 | 4 | 7 | 8 | 16 | 2 | 8
- COc1ccc(NC(=O)c2ccco2)cc1NC(=O)c1ccc(C)cc1
→ -1 | -3 | 8 | -1 | -13 | 1 | 3 | 9
- CC(=O)c1ccc(Nc2cc(C)nc3ccc(C)cc23)cc1
→ 5 | -13 | 4 | -10 | 34 | 18 | -4 | -4
- Clc1ccc(Cl)c(-c2ccc(/C=N/c3ncn[nH]3)o2)c1
→ 14 | 7 | -3 | 0 | 3 | 1 | -7 | 3
- CCn1cc(CNC(=O)c2cc(-c3ccccc3OC)nc3ccccc23)c(C)n1
→ 29 | 2 | 1 | 8 | -9 | 8 | -3 | 17
- COc1cc(C(=O)O)nc2ccc([N+](=O)[O-])cc12
→ 3 | 0 | 2 | 5 | 15 | -1 | -2 | 2
- CCOc1ccc2[nH]c(=O)c(CN(Cc3cccs3)Cc3nnnn3C(C)(C)CC)cc2c1
→ -3 | 2 | 32 | 10 | 12 | 4 | 1 | 1
- CCCCCOc1ccc(CSC2=NCCN2)cc1[N+](=O)[O-]
→ -42 | -23 | 15 | -13 | -36 | x | -14 | -11

# Exported field by field: 2 of the compounds above.
> CCn1cc(CNC(=O)c2cc(-c3ccccc3OC)nc3ccccc23)c(C)n1
- 697 NFkB inh: 29
- HKDC1 inh: 2
- Apaf1 inhib: 1
- SENP8 block: 8
- Jurkat NFkB inh: -9
- Gli-Sufu antag: 8
- UBC13 inh: -3
- SENP7 inh: 17

> CCn1c2ccc(C)cc2c2nnc(NN)nc21
- 697 NFkB inh: 13
- HKDC1 inh: -4
- Apaf1 inhib: -7
- SENP8 block: 0
- Jurkat NFkB inh: 0
- Gli-Sufu antag: 3
- UBC13 inh: -10
- SENP7 inh: 8

# Remaining list, next part
# Results follow in this order: 697 NFkB inh | HKDC1 inh | Apaf1 inhib | SENP8 block | Jurkat NFkB inh | Gli-Sufu antag | UBC13 inh | SENP7 inh
- O=C1C(Cl)=C(NC2CCCCC2)C(=O)N1c1ccc(Cl)cc1
→ -85 | 17 | 3 | -13 | -8 | -24 | 8 | 1
- CCCc1cc(=O)[nH]c2nnc(SCC(=O)Nc3cccc(NC(C)=O)c3)n12
→ -10 | -8 | -4 | -2 | -3 | 31 | -6 | -12
- Cc1c(C(=O)NCCN2CCOC2=O)oc2c(F)cccc12
→ -9 | -2 | -13 | -4 | -12 | -8 | 5 | 1
- CCN(CC)C1CCN(C(=O)c2cc(COc3cccc4cccnc34)on2)C1 (centres undefined)
→ 2 | 0 | 6 | -2 | -6 | 0 | 6 | 7
